# RXFP1 agonist = agonists of human relaxin receptor RXFP1; Q9HBX9; 370,000 compounds, 0.3% hits; AID 2676; Potency, µM (series often up to 57.5 µM), inactives show top-dose activation, usual class: activators; HEK293T-RXFP1 cAMP TR-FRET, 30 min; response scale: percent of porcine relaxin response, buffer zero; further: potency means the concentration at half of the fitted maximal effect; on the % scale 0 is the no-effect control and ±100 the full control effect; nearly all actives have a fitted effect of over 60% in size; many of its hits are not listed in these tables
# Target sequence (Q9HBX9 whole entry, looked up): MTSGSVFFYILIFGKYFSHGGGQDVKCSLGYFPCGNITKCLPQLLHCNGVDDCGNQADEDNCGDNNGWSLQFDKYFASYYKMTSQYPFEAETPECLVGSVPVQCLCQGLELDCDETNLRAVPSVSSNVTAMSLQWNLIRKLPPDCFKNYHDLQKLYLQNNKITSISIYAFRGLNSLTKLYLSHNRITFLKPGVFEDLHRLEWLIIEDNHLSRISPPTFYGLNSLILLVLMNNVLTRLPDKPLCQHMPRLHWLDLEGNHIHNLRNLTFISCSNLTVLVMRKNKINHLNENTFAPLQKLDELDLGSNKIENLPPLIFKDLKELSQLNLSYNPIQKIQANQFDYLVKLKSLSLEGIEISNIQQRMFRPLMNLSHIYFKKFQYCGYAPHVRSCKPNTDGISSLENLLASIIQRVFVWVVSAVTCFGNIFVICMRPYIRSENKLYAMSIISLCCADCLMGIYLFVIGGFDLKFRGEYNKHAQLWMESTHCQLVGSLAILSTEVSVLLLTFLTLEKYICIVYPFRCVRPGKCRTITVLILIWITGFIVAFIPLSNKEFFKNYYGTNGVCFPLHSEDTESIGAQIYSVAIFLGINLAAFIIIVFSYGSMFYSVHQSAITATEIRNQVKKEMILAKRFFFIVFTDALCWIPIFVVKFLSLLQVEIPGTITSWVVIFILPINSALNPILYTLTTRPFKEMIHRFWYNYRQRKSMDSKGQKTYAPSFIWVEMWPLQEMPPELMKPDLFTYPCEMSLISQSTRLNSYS
#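 Agonist response is measured as cAMP accumulation in an RXFP1-transfected HEK293T line under PDE4 inhibition. Values are scaled between buffer-only and 29 nM porcine relaxin, and EC50s come from standard Hill equation fits.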
# RXFP1 antag = RXFP1 (human) relaxin receptor antagonism; Q9HBX9; HEK293-RXFP1, relaxin-stimulated cAMP HTRF, 30 min; active compounds read low; activity change, negative = inhibition, % at 57.5 µM; 350,000 compounds, 0.59% hits; AID 1259400;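 active means activity change of -60% or lower, but not beyond a set lower limit; inconclusive means change between -60% and -40%, or beyond the set limit; inactive means change above -40%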; further: on the % scale 0 is the no-effect control and ±100 the full control effect
# TRHR enhancer = TRH receptor (human) allosteric enhancement; P34981; TRHR cells, fluo-8 calcium fluorescence, EC20 TRH enhancement; enhancement, % at 2 µM; 360,000 compounds, 0.66% hits; AID 493056; in the data active means enhancement above about 30%; further: 0% is about no effect
#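 Enhancer read-out: after compound pinning and an initial kinetic agonist-mode read, an EC20 of TRH (10 nM final) was injected and fluo-8 calcium signal (Ex 480/Em 530) followed at 1 s/cycle for 100 cycles in TRHR-expressing cells.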
# D1 ag = agonists of human D1 dopamine receptor; HEK293 T-REx D1 cells, calcium flux, agonist mode; activation, % at 2 µM; AID 504660; 360,000 compounds, 1% hits; P21728; in the data active means activation above about 30%; further: 0% is about no effect
#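 Tetracycline-induced HEK293 TREx D1 cells, force-coupled to calcium signalling, were dye-loaded with a no-wash calcium kit. Compound was pin-added after a 10 s baseline. Fluorescence was read kinetically at 1 cycle/s for 180 s, with calcium rises flagged as agonism.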
# D1 potentiator = enhances dopamine response at the human D1 receptor; P21728; HEK293 TREx D1 cells, calcium flux, dopamine EC20 potentiation; potentiation, % at 10 µM; 360,000 compounds, 0.036% hits; AID 504651; in the data active means potentiation above about 30%; further: 0% is about no effect
# D2 potentiator = positive allosteric modulators of human D2 dopamine receptor; P14416; potentiation, % at 10 µM; HEK293 T-REx D2, calcium flux, EC20 dopamine potentiation; AID 485347; 340,000 compounds, 0.34% hits;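 active means potentiation over 3 SD above the plate norm, cut at about 30% in these data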; further: 0% is about no effect
#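 Calcium flux readout, no-wash dye, 1 read/s. Inducible HEK293 Trex D2 line, overnight 30 C. Compound alone 180 s (agonist flags), then EC20 dopamine, another 180 s to score potentiation.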
# TRHR ag = TRH receptor (human) agonism. TRHR cells, calcium flux fluo-8, FDSS agonist mode. activation, % at 2 µM. 360,000 compounds, 0.18% hits. AID 493084; in the data active means activation above about 30%; further: 0% is about no effect
#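 In this calcium-flux screen, cells bearing human TRHR are dye-loaded with fluo-8, baselined for 10 cycles, then exposed to library compounds; positive kinetic calcium responses during the agonist phase mark hits, with TRH as control.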
# Apoferritin bind = candidate novel general anesthetic via apoferritin binding. P02791. apoferritin/1-aminoanthracene competitive binding, fluorescence. Potency, µM (doses to about 77.5 µM), without a hit: at the highest dose activity change, negative = displacement, hits mostly inhibitors. 350,000 compounds, 0.074% hits; further: potency means the concentration at half of the fitted maximal effect; on the % scale 0 is the no-effect control and ±100 the full control effect; nearly all actives have a fitted effect of over 20% in size
# Target sequence (P02791 2-175 limits assumed): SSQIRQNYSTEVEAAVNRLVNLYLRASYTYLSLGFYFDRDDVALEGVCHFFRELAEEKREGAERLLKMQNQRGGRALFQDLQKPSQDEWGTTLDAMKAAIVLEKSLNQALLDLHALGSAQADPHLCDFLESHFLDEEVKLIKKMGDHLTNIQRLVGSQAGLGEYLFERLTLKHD
#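 Horse-spleen apoferritin (10 uM) in 50% saturated 1-aminoanthracene in PBS was incubated 10 min at room temperature with compound. Fluorescence (ex 380, em 535 nm) was normalized to free and bound 1-AMA, with concentration-response fitted by a four-parameter Hill equation.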
# D1 antagonist = human D1 dopamine receptor antagonism | 360,000 compounds, 3.2% hits | activity change, negative = inhibition, % at 10 µM | HEK293 TREx D1 cells, calcium flux, dopamine EC80; active compounds read low | AID 504652; in the data active means activity change below about -30%; further: on the % scale 0 is the no-effect control and ±100 the full control effect
#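 Inducible Hek293 Trex D1 cells (tetracycline, overnight, 30 C). Calcium dye 30–90 min RT. Antagonist mode: EC80 dopamine added after 180 s compound read.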
# * marks the source's active call; other numbers are inactive results; u = inconclusive; x = no result given; [ ] = dose if it differs, or a comment. Unless noted, the call rests on the fitted dose curve; in most records, active means well fitted curve in the direction sought with a large enough effect; inconclusive means small, poorly fitted or top-dose-only effect, or another doubt; inactive means no such curve, though single readings can be large; an effect the other way counts as inactive or inconclusive. Only part of the results is shown. The share of hits here may be higher or lower than overall.
SMILES,RXFP1 agonist,RXFP1 antag,TRHR enhancer,D1 ag,D1 potentiator,D2 potentiator,TRHR ag,Apoferritin bind,D1 antagonist
COc1cc(NS(=O)(=O)c2ccc(Br)cc2)c(OC)cc1NC(=O)c1ccco1,0.8%,-1,-1,3,-2,-5,-0.4,-5%,5
Cc1ccc2ncc3c(-c4ccc(F)cc4)nn(-c4cccc(F)c4)c3c2c1,-1.1%,-2,-2,1,0,-6,1.5,54%[activator],0
Cc1ccc(Nc2c([N+](=O)[O-])ccc3c2=NC2(CCCCC2)N=3)cc1,-2.8%,x,-5,1,-3,3,0.6,-15%,-7
CCOc1cc(C#N)c(NC(=O)c2ccc(OC)c(S(=O)(=O)N3CCCCC3)c2)cc1OCC,-0.6%,4,3,0,-4,6,-2.7,-17%,-5
CCOc1ccc(S(=O)(=O)n2nc(C)c(S(=O)(=O)N3CCCCC3)c2C)cc1,-1.6%,x,-1,1,-1,x,0.7,11%,-15
CCOc1ccc(NC(=O)Cn2cnc3nc4c(cc3c2=O)CCCC4)cc1,5.8%,-14,0,0,1,x,-0.3,-8%,12
CN(C)c1ccc(P(=O)(OCc2ccccc2)C(O)c2ccncc2)cc1 (stereo not given),-1.1%,5,1,4,1,-7,0.2,-8%,-5
CCOC(=O)Cn1nc(C)cc1NC(=O)c1cc(OC)c(OC)c(OC)c1,-1.0%,6,-3,1,2,2,-0.3,9%,0
Cc1ccc(-n2nc3c(N4CCC(C(=O)N5CCCCC5)CC4)nnc(C)c3c2C)cc1,6.5%,-9,-2,4,0,-4,-0.2,u,18
CCNC(=O)CCSc1nc2cc(Cl)ccc2o1,1.0%,-32,3,2,1,2,-0.3,1%,-3
CCn1c(-c2cc(-c3ccc(C)cc3)nc3ccccc23)n[nH]c1=S,5.9%,-21,-3,3,-2,-1,-0.4,u,8
CC(C)(C)C1CCc2c(sc(NC(=O)CSc3ncn[nH]3)c2C#N)C1 (stereo not given),4.8%,-12,6,1,4,-3,0.3,-21%,17
O=C(O)Cn1c(P(=O)(O)c2ccccc2)nc2ccccc21,0.3%,15,13,2,3,1,-0.2,-4%,-7
COc1cccc(NC(=O)CCC(=O)N2CC(C)Oc3ccc(C)cc32)c1 (stereo not given),1.5%,5,-4,0,-2,-8,-0.4,u,-2
O=C(c1ccc(CS(=O)Cc2ccccc2Cl)o1)N1CCN(c2cccc(Cl)c2)CC1 (stereo not given),0.7%,-40,2,28,-17,4,-0.6,2%,-45*
CC(=O)C1=C(C)NC(SCC(N)=O)=C(C#N)C1CC(C)C (stereo not given),18%,-22,11,0,-3,x,-0.4,-1%,-16
CN(C)C(=O)c1ccc(NS(=O)(=O)c2ccc3c(c2)OCCO3)cc1,0.0%,1,66*,2,-6,12,0.2,-14%,-14
CC(=O)c1c(C)[nH]c(C(=O)Nc2cc(C)cc(C)c2)c1C,0.0%,-5,-6,4,-8,-6,0.0,u,13
CCOc1ccc(NC(=O)Cn2cc(C(=O)c3ccc(C)cc3)c(=O)c3cc4c(cc32)OCCO4)cc1,5.5%,x,0,5,-3,-8,0.9,-12%,5
O=S(=O)(Nc1cccc(-n2cnnn2)c1)c1ccc(F)cc1,-0.4%,15,5,3,-2,13,-0.2,x,2
Cc1ccc(NC(=O)c2ccc(CNS(=O)(=O)c3ccc4c(c3)C(C)(C)C(=O)N4C)cc2)cc1F,1.1%,-22,28,7,-7,x,1.0,-10%,-5
CCCCn1c(SCc2cc(=O)[nH]c3ccccc23)nc2c1c(=O)n(C)c(=O)n2C,-2.1%,x,5,1,-3,6,-0.1,-8%,14
Cc1cc(C)nc(SCc2nnc(SCC(=O)N3CCOCC3)o2)n1,1.3%,-9,5,2,8,2,1.3,-10%,-4
N#C/C(=C\Nc1ccc(F)c(Cl)c1)S(=O)(=O)c1ccccn1,0.1%,-7,-1,2,-1,-1,0.1,-15%,2
O=S(=O)(c1ccc(OC(F)(F)F)cc1)N1CCC(c2nnnn2-c2ccc(F)cc2)CC1,-0.7%,9,-1,1,-1,8,1.0,-1%,-1
O=C1CN(C(=O)c2ccc(S(=O)(=O)N3CCCC3)cc2)C(c2ccc(F)cc2)c2cc(F)ccc2N1 (stereo not given),-1.4%,-13,-4,3,-1,2,1.2,-14%,-4
Cc1ccc(C(=O)Nc2ncccc2C)cc1S(=O)(=O)N1CCCCC1,2.5%,2,-4,3,5,15,-0.2,x,46
Cc1cccc(C)c1NC(=O)Nc1csc2c1CCCC2,2.1%,-16,0,1,-2,-11,-0.2,2%,-8
CCC(C)NC(=S)N1CCN(Cc2ccccc2)CC1 (stereo not given),0.8%,-2,-3,9,-4,-1,0.5,-11%,9
CCOc1ccccc1OCCNC1CCCC1,1.3%,-5,0,0,-2,-51,0.6,-3%,3

# Of the compounds above, these contain an aryl thioether with sulfur outside any ring:
SMILES,RXFP1 agonist,RXFP1 antag,TRHR enhancer,D1 ag,D1 potentiator,D2 potentiator,TRHR ag,Apoferritin bind,D1 antagonist
CCNC(=O)CCSc1nc2cc(Cl)ccc2o1,1.0%,-32,3,2,1,2,-0.3,1%,-3
CC(C)(C)C1CCc2c(sc(NC(=O)CSc3ncn[nH]3)c2C#N)C1 (stereo not given),4.8%,-12,6,1,4,-3,0.3,-21%,17
CCCCn1c(SCc2cc(=O)[nH]c3ccccc23)nc2c1c(=O)n(C)c(=O)n2C,-2.1%,x,5,1,-3,6,-0.1,-8%,14
Cc1cc(C)nc(SCc2nnc(SCC(=O)N3CCOCC3)o2)n1,1.3%,-9,5,2,8,2,1.3,-10%,-4

# Remaining list, next part
SMILES,RXFP1 agonist,RXFP1 antag,TRHR enhancer,D1 ag,D1 potentiator,D2 potentiator,TRHR ag,Apoferritin bind,D1 antagonist
CC1=C(C(=O)OC2CCCCC2)C(c2ccc(N(C)C)cc2)NC(=O)N1 (stereo not given),-2.9%,1,-7,1,0,4,-0.2,-7%,11
Cc1nn(Cc2ccc(Cl)c(Cl)c2)c(C)c1NC(=O)c1sc2ccccc2c1Cl,-0.3%,3,7,7,-4,0,-0.4,-15%,-3
CCc1cc2c(=O)n(Cc3ccccc3)c(SC3CCOC3=O)nc2s1 (stereo not given),-1.9%,-7,4,4,8,x,-1.0,-2%,16
COc1ccc(-n2ncc3c(=O)n(CC(=O)Nc4ccc5c(c4)OCCO5)cnc32)cc1,19%,-20,0,-1,-3,x,0.2,6%,0
Cc1ccc(SCC(=O)NC(=O)NC(C)C)c(C)c1,-0.1%,-9,3,0,7,-4,-1.7,-13%,6
Cc1ncc([N+](=O)[O-])n1CC(=O)Nc1ccc(F)c(Cl)c1,-1.4%,12,-1,1,-2,-7,-0.4,-3%,-3
CCOc1ccc(C(=O)NCCSc2c(C)[nH]c3ccccc23)cc1OCC,2.2%,-17,6,10,-1,3,-0.4,-7%,-29
CCOC(=O)c1ccc(COC(=O)CNC(=O)CNC(=O)c2ccc(OC)cc2)o1,0.6%,-2,-1,0,-5,x,-0.5,-1%,1
O=C(O)/C=C/c1cn(Cc2ccccc2Cl)nc1-c1ccccc1,0.1%,7,2,3,0,1,0.2,-1%,11
N#Cc1cc(Cl)c(NCC2CCCO2)cc1C#N (stereo not given),-5.4%,1,1,5,-3,x,-2.4,-1%,5
Cc1oncc1C(=O)NC1CCCCC1,0.4%,2,-3,2,-2,-10,0.8,-7%,0
NC(=O)CSc1nnc(NC(=O)c2ccc(S(=O)(=O)N3CCCCC3)cc2)s1,1.2%,-17,8,4,0,-7,1.1,x,-14
O=C1CC(N2CCN(c3ccccc3F)CC2)C(=O)N1c1ccc2c(c1)OCCO2 (stereo not given),1.1%,-6,4,2,-3,-6,0.1,-14%,-3
Cn1c(SCC(=O)N2CCCCC2)nnc1-c1ccc(S(=O)(=O)N2CCOCC2)cc1,-0.5%,9,18,0,-2,5,1.2,8%,-4
O=C(NNC(=O)c1ccc(Cl)cc1Cl)c1csc(-c2cccnc2)n1,-0.6%,-3,6,0,3,1,-0.8,u,4
O=C1N(Cc2cccnc2)C[C@@H]2C[C@@H](c3cccc(Oc4ccccc4)c3)N3CCC[C@@]123,4.0%,-6,-1,2,2,-7,0.4,-9%,7
COc1ccccc1CC(=O)NNC(=O)CN(C)S(=O)(=O)c1ccc(Cl)cc1,-0.8%,5,1,4,-2,2,-0.6,x,10
[O-][n+]1c2c(nn1-c1ccc(Cl)c(Cl)c1)-c1nonc1CC2,0.2%,12,0,0,-5,x,-0.4,-5%,-35*
COc1ccc(N(C(=O)c2cccc([N+](=O)[O-])c2)S(=O)(=O)c2cccs2)cc1,1.9%,-21,-1,4,-6,-1,-0.9,u,-3
COc1ccc(S(=O)(=O)N2CCCC2)c(Cl)c1Cl,-1.7%,-5,4,1,10,8,0.1,-20%,-8
CCn1c(C)nc2cc(C(=O)NNC(=O)Nc3ccc(Cl)cc3)ccc21,2.4%,-14,-3,0,6,-12,0.4,-3%,0
O=C(CN1CCc2ccccc21)NC(=O)NC1CCCCC1,0.2%,-5,-1,1,-2,-16,-0.2,-24%,1
C=CC[n+]1c(-c2ccc(Cl)cc2Cl)csc1Nc1ccc(NC(C)=O)cc1,0.6%,-38,0,4,-6,5,0.4,7%,-11
COc1ccc(NS(=O)(=O)c2ccc(NC(=O)c3ccc(N(C)S(C)(=O)=O)cc3)cc2)cc1,0.3%,-12,5,1,-3,6,0.5,-16%,3
Cc1ccc(OCCn2cc(C(=O)c3ccco3)c3ccccc32)cc1C,-0.2%,-24,0,18,-3,-13,4.2,-6%,-4
CC(C)CC(=O)c1c[nH]c(C(=O)NCCc2ccccn2)c1,0.1%,-7,4,4,-2,9,-0.1,2%,-24
Cc1c(NC(=O)COC(=O)c2ccc(F)c(S(=O)(=O)N3CCOCC3)c2)c(=O)n(-c2ccccc2)n1C,-3.4%,-4,-4,3,-1,11,0.4,-4%,10
Cc1ccc(-c2csc(CC(N)=O)n2)cc1,-0.5%,6,-1,2,-6,-7,-0.3,-11%,15
CSc1nc2nc(C)c(CCC(=O)OCC(=O)Nc3ccc(F)cc3)c(C)n2n1,2.3%,7,9,2,3,3,0.6,x,2
COc1cccc(/C=N/c2nc3ccccc3[nH]2)c1O,0.9%,11,0,1,-3,-4,0.1,7%,7
COc1ccc(CC(=O)Nc2nnc(SCC(=O)NCc3ccco3)s2)cc1OC,-0.4%,-1,12,-1,-3,-3,-0.8,4%,13

# Screening data: PubChem BioAssay, National Center for Advancing Translational Sciences (NCATS)
